Screening results (PubChem BioAssay)
Cardiac RTF inh: cardiac RTF calcium desensitization. P19429+P45379. IANBD-labeled cardiac RTF, Ca2+ fluorescence. inhibition, % at 7.15 µM. 340,000 tested, 0.12% active;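 active means inhibition above the mean inhibition of all tested compounds plus 3 SD, cut at about 17% in these data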;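 further: assay run at fixed EC70 calcium of 1.6 mM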
C-LANA FP: blocks KSHV LANA C-terminal domain binding to DNA; MBP-C-LANA/FAM-LBS DNA binding, fluorescence polarization; inhibition, % at 9 µM; 340,000 tested, 0.078% active; AID 504423;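 active means highest replicate inhibition at or above 60% at 9 µM, even if other replicates fall short; inactive means all replicates below 60% inhibition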;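 further: 0% = neutral control wells and 100% = 4 µM acridine orange control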
Arr AP2 block: inhibitors of human beta-arrestin and AP2 interaction; FITC-arrestin peptide / GST-AP2 beads, flow cytometry; AP2 beta2 appendage carries R879A mutation; inhibition, % at 10 µM; 340,000 tested, 0.31% active; AID 504490;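 active means inhibition above a set limit, near 3 SD of compounds lacking own fluorescence, cut at about 54% in these data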;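 further: plate controls were DMSO wells for no effect and 5 µM unlabelled arrestin peptide for full effect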
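Material – AP2 appendage R879A on GSH beads · Buffer or medium – PBS with 0.05% Tween 20 and 0.1% BSA · Probe or stimulus – fluorescein-tagged arrestin peptide at 50 nM final · Incubation – compound with beads 12 min RT, then probe 1 h RT · Detection – high-throughput flow cytometry of beads, ex 488, em 535 nm · Evaluation – percent response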
DAGLB inh: diacylglycerol lipase beta (human) inhibition | 340,000 tested, 0.059% active | HEK293T DAGLB membrane lysate, EnzChek fluorogenic substrate | inhibition, % at 5.17 µM; in the data active means inhibition above about 34%;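 further: 0% = enzyme with vehicle and 100% = wells lacking enzyme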
PvdQ acylase: blocks Pseudomonas aeruginosa PvdQ acylase activity | purified PvdQ acylase, fluorescence plate reader | inhibition, % at 10 µM | 340,000 tested, 0.063% active; in the data active means inhibition above about 30%, passing the limit was not always enough; inconclusive means no clear call, values can overlap the other calls;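 further: 0% = vehicle neutral wells and 100% = reference inhibitor wells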
PKA-R2B act: PKA-R2B complex activation | activation, % at 11.4 µM | 340,000 tested, 0.079% active | PKA-R2B holoenzyme dissociation, Cy5-IP20 fluorescence polarization; R2B truncated from residue 108, S112A mutant; 0% DMSO only, 100% 113 µM cGMP;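 active means activation above a cutoff set at the mean over all compounds plus 3 SD, cut at about 18% in these data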;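 further: higher means more holoenzyme dissociation and a rise in polarization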
Target sequence (P31323 whole entry, looked up, other chains not shown, the tested form may be a part): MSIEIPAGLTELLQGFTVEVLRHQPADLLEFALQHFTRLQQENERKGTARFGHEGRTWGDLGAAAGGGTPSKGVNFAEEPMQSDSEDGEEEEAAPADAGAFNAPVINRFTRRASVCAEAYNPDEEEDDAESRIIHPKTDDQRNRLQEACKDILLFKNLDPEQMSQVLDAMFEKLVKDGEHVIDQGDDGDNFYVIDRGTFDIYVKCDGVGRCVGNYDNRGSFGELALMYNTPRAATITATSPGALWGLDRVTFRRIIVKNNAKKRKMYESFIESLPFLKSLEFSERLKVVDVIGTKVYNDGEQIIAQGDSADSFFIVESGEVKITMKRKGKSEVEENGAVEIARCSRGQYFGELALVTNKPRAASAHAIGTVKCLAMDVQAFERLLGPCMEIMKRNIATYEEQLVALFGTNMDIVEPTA
SR-BI DiI-HDL act: SR-BI HDL lipid transfer activation. activation, % at 12.5 µM. 320,000 tested, 0.096% active. CHO ldlA[mSR-BI] cells, DiI-HDL uptake fluorescence, 3 h; 100 = double the neutral-control signal;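 active means mean replicate activation of at least 60% and every replicate at or above 60%; inconclusive means mean or all-replicate condition met, but not both; inactive means mean below 60% and not all replicates reaching 60%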;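 further: 0% = median plate neutral-control signal and 100% = twice that signal; values of inactives mirror those of a sister screen read the other way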
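Test system: SR-BI-overexpressing, LDLR-lacking CHO cells. Measured by: DiI fluorescence, bottom read. Medium: Ham's F12 with 0.5% BSA, HEPES 25 mM, pH 7.4. Timing: 3 h uptake period with compound, 37 °C.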
Keap1 Nrf2 FP: Keap1-Nrf2 (human) interaction inhibition; 340,000 tested, 0.15% active; inhibition, % at 9.4 µM; Keap1 Kelch-Nrf2 peptide fluorescence polarization, 1536-well; Q14145; in the data active means inhibition above about 12%; inconclusive means no clear call, values can overlap the other calls; inactive means below about 7.3%;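 further: human Keap1 Kelch domain with fluorescein labeled Nrf2 9mer peptide probe; 0% = neutral control wells and 100% = peptide positive control; higher means more block of Keap1 binding to Nrf2 peptide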
NSD2 inh: blocks human histone methyltransferase NSD2; AID 743445; inhibition, % at 12.5 µM; 310,000 tested, 0.54% active; O96028; NSD2 peptide methylation, AlphaScreen, 120 min; in the data active means inhibition above about 50%
SR-BI HDL uptake: mouse SR-BI HDL lipid transfer inhibition | 320,000 tested, 0.96% active | Q61009 | inhibition, % at 12.5 µM | AID 488896 | ldlA[mSR-BI] CHO cells, DiI-HDL uptake fluorescence, 3 h;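 active means mean replicate inhibition of at least 70% and a set share of replicates each scoring 70 or more; inconclusive means meets just one of the two criteria; inactive means fails both criteria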;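 further: 0% = median of neutral control wells and 100% = median of positive control wells; values of inactives mirror those of a sister screen read the other way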
Target sequence (Q61009 whole entry, looked up): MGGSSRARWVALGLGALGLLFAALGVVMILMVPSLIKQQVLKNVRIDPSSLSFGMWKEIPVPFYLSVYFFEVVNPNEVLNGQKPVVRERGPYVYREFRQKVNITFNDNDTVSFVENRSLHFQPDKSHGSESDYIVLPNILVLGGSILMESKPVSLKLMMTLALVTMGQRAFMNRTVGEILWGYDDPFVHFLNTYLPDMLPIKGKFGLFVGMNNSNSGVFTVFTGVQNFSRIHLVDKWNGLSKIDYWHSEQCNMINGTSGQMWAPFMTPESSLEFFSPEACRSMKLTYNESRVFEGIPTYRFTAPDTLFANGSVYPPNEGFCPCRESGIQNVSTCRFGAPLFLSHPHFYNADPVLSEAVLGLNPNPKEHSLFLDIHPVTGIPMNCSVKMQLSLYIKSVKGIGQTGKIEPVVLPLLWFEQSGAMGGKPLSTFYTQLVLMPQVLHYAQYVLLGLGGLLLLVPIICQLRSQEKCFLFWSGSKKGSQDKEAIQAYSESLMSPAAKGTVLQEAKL
An asterisk follows results filed as active; ? = inconclusive; · = no result given.

SMILES	Cardiac RTF inh	C-LANA FP	Arr AP2 block	DAGLB inh	PvdQ acylase	PKA-R2B act	SR-BI DiI-HDL act	Keap1 Nrf2 FP	NSD2 inh	SR-BI HDL uptake
CCC1CCCCN1C(=O)CSc1nc2ncccc2[nH]1 (centres undefined)	-3	3.6	5	-6	-15	-2	4	-3	-3	-4
CS(=O)(=O)N1CCN(c2ccc(NC(=O)c3ccccc3)cc2)CC1	·	0.7	-2	·	-12	·	-3	-2	6	3
CCOC(=O)c1ccc(N2N=C(C)/C(=C/C=C/c3ccco3)C2=O)cc1	-5	-0.8	3	4	-10	8	13	-6	6	-13
CC(Oc1ccc2ccccc2c1)C(=O)NNC(=O)Nc1ccccc1 (centres undefined)	-12	-0.5	28	6	-16	4	16	0	-1	-16
O=C(CCN1C(=O)C2C3CCC(C3)C2C1=O)OCC(=O)c1ccc(Cl)cc1 (centres undefined)	-12	0.5	40	1	-2	2	2	0	-1	-2
COc1cc2c(cc1OC)/C(=C/C(=O)c1ccc(F)cc1)NCC2	3	3.1	2	-8	-12	-5	-42	-2	11	42
COc1ccc(C(=O)Nc2cccc(C(=O)NCc3ccccc3)c2)cc1	-2	-1.4	-34	-1	-7	1	-50	-1	-1	50
COc1ccc(C(=O)N(C)CC(=O)Nc2cccc(F)c2)cc1S(=O)(=O)NC1CCCC1	-15	-1.7	30	-1	10	-5	30	2	-2	-30
CC(C)=CC(=O)OCc1cc([N+](=O)[O-])cc2c1OCOC2	5	0.4	-10	-14	-7	0	-30	0	-1	30
COc1cc2nc(NCCCN3CCN(C)CC3)n3nc(-c4ccccc4)nc3c2cc1OC	-13	-14	3	1	-19	1	1	-2	-4	-1
CN(C)c1ccc(/C=C(\NC(=O)c2ccccc2)C(=O)NCCN2CCOCC2)cc1	-3	-2.1	-2	-2	-12	-3	·	-14	-3	·
Cc1ccc(-c2nn(-c3ccccc3)cc2/C=C/C(=O)Nc2cccc(S(N)(=O)=O)c2)cc1	-6	-0.7	0	0	-1	-14	·	1	0	·
Cc1cccc(OCCn2c(=S)[nH]c3ccccc32)c1	-1	0.0	-5	-4	-5	-7	6	0	113*	-6
COc1ccc(CCNC(=O)Cn2cnc3c(cnn3C(C)(C)C)c2=O)cc1OC	3	0.9	28	2	5	-3	18	-3	-17	-18
Cc1ccc(C2(c3noc(CN4CCC(c5ccncc5)CC4)n3)CCCC2)cc1	-2	0.7	-2	-11	-4	-3	7	-1	1	-7
OC1(c2ccc(Cl)cc2)CN(c2ccccc2)C2=[N+]1CCS2 (centres undefined)	1	-1.1	-8	-1	-11	-3	-48	-1	2	48
Cc1cccc(CN2C(=O)CSc3ccc(C(=O)NC4CC4)cc32)c1	4	0.7	0	1	-4	-3	·	1	-2	·
COc1cc(C(=O)OCc2csc(CC(=O)Nc3ccccc3C)n2)ccc1OCC(C)C	-1	0.6	5	-5	-16	6	-70	0	0	?
CCOC(=O)CC1C(=O)NCCN1c1nc2ccc(C)cn2c(=O)c1/C=C1\SC(=S)N(CC(C)C)C1=O (centres undefined)	-231	-3.7	10	-58	-1	4	-16	-141	·	16
Cc1cc(C)nc(SCC(=O)Nc2ccc(S(=O)(=O)Nc3onc(C)c3C)cc2)n1	-8	0.2	-6	2	8	-8	6	3	·	-6
COc1ccc(-c2cc(C(=O)N3CCN(c4ncccn4)CC3)c3ccccc3n2)cc1OC	1	-0.9	-14	1	-4	1	-29	-5	-3	29
CN(CC(O)COc1ccc(OCC(O)CN(C)C2CCCCC2)cc1)C1CCCCC1 (centres undefined)	-14	0.3	-2	-1	8	-6	41	-1	6	-41
O=C(Nc1ccccn1)c1ccccc1	4	-0.1	-1	-1	-7	-10	7	2	1	-7
O=C(CCC(=O)N1CCOc2ccccc21)NC1CCN(Cc2ccccc2)CC1	-4	1.7	5	-1	5	-10	1	4	·	-1
c1ccc2nc(-c3nccs3)ccc2c1	12	0.6	2	-1	3	-14	-2	-1	-3	2

New compounds follow:
SMILES	Cardiac RTF inh	C-LANA FP	Arr AP2 block	DAGLB inh	PvdQ acylase	PKA-R2B act	SR-BI DiI-HDL act	Keap1 Nrf2 FP	NSD2 inh	SR-BI HDL uptake
Cc1cc(Cl)ccc1Oc1ncnc2onc(C)c12	-1	-1.8	9	-7	-5	-10	2	2	-5	-2
O=C(O)c1cccc(OCCN2CCCC2=O)c1	-5	-2.1	7	0	-14	4	3	-4	-5	-3
Cc1ccc(C)c(Cn2c(=O)n(CCCC(=O)NCc3ccco3)c(=O)c3sccc32)c1	-7	1.2	22	-4	3	-7	-56	-1	0	56
Cc1ccc2c(c1)c1ccc3c(c1n2C)C(=O)C=CC3=O	-6	-2.1	48	9	-17	-3	-71	-2	-1	71*
CCOc1ccc2nc(SCC(=O)Nc3ccc4c(c3)OCCO4)[nH]c2c1	-4	1.9	4	-5	-11	-9	-6	0	8	6
CCN(CC)C(=O)C1=C(C)Nc2nc3ccccc3n2C1c1cccc(OC)c1 (centres undefined)	-12	-1.6	7	2	-15	-6	26	0	-1	-26
COc1ccc(S(=O)(=O)NCCSCc2ccco2)cc1Cl	2	-4.4	10	-6	4	-7	7	-4	1	-7
CCN(CC(=O)Nc1c(F)cccc1F)C(=O)CC1CCCCC1	-3	-0.5	3	-1	-11	-3	·	0	1	6
O=C(Nc1ccc(N2CCOCC2)cc1)c1cnsn1	4	-2.0	3	0	-8	-4	-6	0	0	6
Cc1ccc(S(=O)(=O)N2CCC(=O)N(CCOCc3cccc(C(F)(F)F)c3)CC2)cc1	-14	2.0	1	-3	-13	-21	0	-6	·	0
Cc1noc(C)c1NC(=O)Nc1cccc2c1O[C@H](CN(C)C(=O)Nc1ccc3c(c1)OCO3)[C@@H](C)CN([C@H](C)CO)C2=O	0	4.4	-2	-2	-8	3	-44	2	·	44
COc1ccc(-c2nnc(-c3cc(OC)c(OC)c(OC)c3)o2)cc1OC	2	-1.7	17	-1	6	5	-76	-3	1	76*
COc1cccc(CN2CC(C(=O)NC3(c4ccccc4)CC3)CCC2=O)c1 (centres undefined)	1	0.6	-12	1	-13	-6	24	-5	-1	-24
CCOC(=O)c1ccc(S(=O)(=O)n2c(=O)oc3ccccc32)cc1	-4	-2.4	4	-2	-3	2	15	-1	-2	-15
O=C1CCCC2=C1C(c1ccc(Cl)cc1)N1C(=O)CCSC1=N2 (centres undefined)	10	1.1	17	0	1	2	-34	0	-1	34
O=C(CC1SC(=O)N(c2ccccc2)C1=O)Nc1cccc2ccccc12 (centres undefined)	-2	1.8	-6	17	-20	2	·	-6	·	·
O=C(CN(c1ccc(F)cc1)S(=O)(=O)c1ccccc1)NCc1ccco1	-4	0.7	4	1	-14	6	6	-4	2	-6
CCOC(=O)N1CCN(C(=O)COC(=O)c2cc(Cl)c(O)c(Cl)c2)CC1	-10	-0.3	-18	3	-10	-2	-11	-2	·	11
COC(=O)C1CSC(C(=O)OC)N1C(=O)CN1CCN(c2ccc(OC)cc2)CC1 (centres undefined)	-9	-1.0	1	0	-15	-5	17	-4	5	-17
C/C(CC(=O)Nc1ccc(C)c(Cl)c1)=N\NC(=O)Cc1ccccc1	-2	0.5	25	0	10	5	-3	-5	3	3
COc1cccc(NC(=S)Nc2ccc(Br)cc2Cl)c1	-5	-0.8	5	-1	1	-9	4	1	17	-4
Cc1ccc([N+](=O)[O-])cc1N=C(c1ccc([N+](=O)[O-])cc1)N1CCOCC1	-5	-0.8	-7	-1	-16	-8	17	-1	5	-17
CC1CCCCN1S(=O)(=O)CCNC(=O)c1ccccc1 (centres undefined)	-8	-1.0	-8	0	-19	1	8	-4	-5	-8
O=C(COC(=O)c1ccc(Br)o1)NCc1ccc(F)cc1	1	1.5	26	-3	2	1	18	-4	·	-18
C=CCONC(=O)c1cc(OCC(F)(F)F)ccc1OCC(F)(F)F	-5	0.9	2	1	-9	1	-16	0	1	16

Shown comma-delimited: 11 of the compounds above
smiles,Cardiac RTF inh,C-LANA FP,Arr AP2 block,DAGLB inh,PvdQ acylase,PKA-R2B act,SR-BI DiI-HDL act,Keap1 Nrf2 FP,NSD2 inh,SR-BI HDL uptake
O=C1CCCC2=C1C(c1ccc(Cl)cc1)N1C(=O)CCSC1=N2 (centres undefined),10,1.1,17,0,1,2,-34,0,-1,34
O=C(CC1SC(=O)N(c2ccccc2)C1=O)Nc1cccc2ccccc12 (centres undefined),-2,1.8,-6,17,-20,2,·,-6,·,·
O=C(CN(c1ccc(F)cc1)S(=O)(=O)c1ccccc1)NCc1ccco1,-4,0.7,4,1,-14,6,6,-4,2,-6
CCOC(=O)N1CCN(C(=O)COC(=O)c2cc(Cl)c(O)c(Cl)c2)CC1,-10,-0.3,-18,3,-10,-2,-11,-2,·,11
COC(=O)C1CSC(C(=O)OC)N1C(=O)CN1CCN(c2ccc(OC)cc2)CC1 (centres undefined),-9,-1.0,1,0,-15,-5,17,-4,5,-17
C/C(CC(=O)Nc1ccc(C)c(Cl)c1)=N\NC(=O)Cc1ccccc1,-2,0.5,25,0,10,5,-3,-5,3,3
COc1cccc(NC(=S)Nc2ccc(Br)cc2Cl)c1,-5,-0.8,5,-1,1,-9,4,1,17,-4
Cc1ccc([N+](=O)[O-])cc1N=C(c1ccc([N+](=O)[O-])cc1)N1CCOCC1,-5,-0.8,-7,-1,-16,-8,17,-1,5,-17
CC1CCCCN1S(=O)(=O)CCNC(=O)c1ccccc1 (centres undefined),-8,-1.0,-8,0,-19,1,8,-4,-5,-8
O=C(COC(=O)c1ccc(Br)o1)NCc1ccc(F)cc1,1,1.5,26,-3,2,1,18,-4,·,-18
C=CCONC(=O)c1cc(OCC(F)(F)F)ccc1OCC(F)(F)F,-5,0.9,2,1,-9,1,-16,0,1,16

2 compounds picked at random from those above, as already listed:
SMILES	Cardiac RTF inh	C-LANA FP	Arr AP2 block	DAGLB inh	PvdQ acylase	PKA-R2B act	SR-BI DiI-HDL act	Keap1 Nrf2 FP	NSD2 inh	SR-BI HDL uptake
CC1CCCCN1S(=O)(=O)CCNC(=O)c1ccccc1 (centres undefined)	-8	-1.0	-8	0	-19	1	8	-4	-5	-8
CN(CC(O)COc1ccc(OCC(O)CN(C)C2CCCCC2)cc1)C1CCCCC1 (centres undefined)	-14	0.3	-2	-1	8	-6	41	-1	6	-41
